Compound activity from PubChem BioAssay.
Wee1 stabilizer: inhibitors of human Wee1 degradation. hit rate 1.2% among 220,000. HeLa Luc-Wee1K328M stability, luciferase luminescence; 100% = proteasome inhibitor MG132 effect. reporter increase, % at 5 µM. P30291;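 active = activation above the mean of all tested compounds plus 3 SD, set per screening run, cut at about 8.8% in these data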;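 note: cells exposed to compound for 20 h before luminescence read; 0% = DMSO alone and 100% = MG132 at 30 µM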
Target sequence (P30291 whole entry K328M): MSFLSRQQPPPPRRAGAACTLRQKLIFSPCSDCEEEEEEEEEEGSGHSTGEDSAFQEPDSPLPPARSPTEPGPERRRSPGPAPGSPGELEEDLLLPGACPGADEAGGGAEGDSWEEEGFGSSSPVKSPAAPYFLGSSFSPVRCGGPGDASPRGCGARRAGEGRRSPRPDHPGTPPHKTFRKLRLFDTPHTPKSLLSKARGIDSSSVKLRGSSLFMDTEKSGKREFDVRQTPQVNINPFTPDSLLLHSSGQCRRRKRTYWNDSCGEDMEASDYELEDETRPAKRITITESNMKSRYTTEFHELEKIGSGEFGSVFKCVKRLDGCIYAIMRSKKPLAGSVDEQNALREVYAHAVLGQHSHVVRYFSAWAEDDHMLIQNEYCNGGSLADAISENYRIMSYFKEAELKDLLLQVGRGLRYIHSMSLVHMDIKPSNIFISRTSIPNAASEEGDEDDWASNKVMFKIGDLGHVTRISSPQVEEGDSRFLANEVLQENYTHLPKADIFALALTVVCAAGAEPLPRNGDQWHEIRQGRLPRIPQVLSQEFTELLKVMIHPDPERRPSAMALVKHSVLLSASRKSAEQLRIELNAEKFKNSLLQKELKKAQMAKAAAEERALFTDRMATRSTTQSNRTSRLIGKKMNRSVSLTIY
S1P4 agonist: activates the human S1P4 receptor; AID 1509; O95977; S1P4-expressing cell line, agonist reporter assay; activation, % at 4.98 µM; hit rate 0.35% among 220,000; in the data active = activation above about 11%;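 note: 0% = DMSO vehicle and 100% = reference agonist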
PERK inh: human PERK inhibition, primary cell-based screen | Q9NZJ5 | CHO PERK-DD fusion, SEAP luminescence translation reporter | inhibition, % at 5.6 µM | hit rate 0.17% among 220,000;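 active = inhibition above the mean inhibition of all tested compounds plus 3 SD, set separately per screening campaign, cut at about 2.9% in these data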;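 note: PERK kinase domain activated by AP20187 dimerizer at 100 nM; 0% = DMSO with dimerizer and 100% = rapamycin at 8.4 µM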
NPY2 pot ag: human NPY-Y2 potentiation or agonism, primary screen. AID 1359. cells expressing NPY-Y2, potentiator/agonist read-out. activation, % at 3.6 µM. hit rate 0.45% among 220,000. P49146; in the data active = activation above about 27%;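 note: cells stimulated with NPY near EC25 plus isoproterenol at EC100; 0% = vehicle plus submaximal agonist and 100% = vehicle plus saturating agonist; some results beyond the cut were filed as inactive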
BaF3 tox: counter-screen for JAK2V617F inhibitors: parental Ba/F3 viability inhibitors; hit rate 1.1% among 220,000; inhibition, % at 5.6 µM; CellTiter-Glo ATP luminescence;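 active = inhibition above a per-campaign cutoff, the mean inhibition of all tested compounds plus 3 SD, cut at about 27% in these data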;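 note: 0% = DMSO wells and 100% = JAK Inhibitor I control wells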
S1P4 antagonist: human S1P4 receptor antagonism. inhibition, % at 4.98 µM. AID 1510. S1P4-expressing cells, antagonist mode, reporter read-out. hit rate 0.26% among 220,000. O95977; in the data active = inhibition above about 29%;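 note: 0% = wells stimulated with agonist and 100% = vehicle wells without agonist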
Mdm2 ligase inh: blocks human Mdm2 ubiquitin ligase activity; hit rate 0.11% among 210,000; AID 1230; cell-based MDM2 ubiquitination luciferase reporter, 2 h; 0 = plate control, 100 = twice control, blank-subtracted; Q00987; signal enhancement, % at 5 µM;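 active = signal enhancement of 30% or more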;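 note: luminescence tracks abundance of the self-degrading MDM2-luciferase fusion protein; higher signal means inhibition of MDM2 E3 ligase activity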
Target sequence (Q00987 whole entry, looked up, the tested form may be a part): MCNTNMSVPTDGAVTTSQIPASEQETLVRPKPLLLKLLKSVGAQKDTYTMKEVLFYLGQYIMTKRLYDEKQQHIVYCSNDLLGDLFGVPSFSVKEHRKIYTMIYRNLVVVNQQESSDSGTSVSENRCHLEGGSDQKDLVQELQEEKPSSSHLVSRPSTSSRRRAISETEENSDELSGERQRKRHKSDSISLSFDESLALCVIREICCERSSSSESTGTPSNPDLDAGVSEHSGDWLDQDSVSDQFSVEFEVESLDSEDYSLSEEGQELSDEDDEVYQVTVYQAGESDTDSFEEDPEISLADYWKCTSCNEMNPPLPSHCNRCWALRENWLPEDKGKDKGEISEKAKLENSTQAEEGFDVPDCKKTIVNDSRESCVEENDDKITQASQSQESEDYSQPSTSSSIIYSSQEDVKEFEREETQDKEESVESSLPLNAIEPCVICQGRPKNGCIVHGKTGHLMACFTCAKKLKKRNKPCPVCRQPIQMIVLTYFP
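Timing – 2 h compound exposure at 37 °C · Assay system – mammalian cells stably expressing self-ubiquitinating, self-degrading MDM2 E3–luciferase fusion · Amount – 2000 cells seeded into each well · Measure – % luminescence enhancement versus blank-corrected plate control mean · Measured by – SteadyLite luminescence, 15 min reagent step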
eIF4E 4G PPI: eIF4E/eIF4G interaction inhibition in translation initiation. hit rate 0.37% among 220,000. AID 782. P63073+Q04637. inhibition, % at 21.7 µM. TR-FRET eIF4E-eIF4GI(517-606) binding, 2 h;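 active = inhibition above about 30%, limit read from the data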;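 note: 0% = full FRET control wells and 100% = background wells lacking eIF4GI fragment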
Ba/F3 V617F tox: lowers viability of Ba/F3 cells expressing EpoR and JAK2V617F; AID 1446; ATP luminescence; hit rate 1.1% among 220,000; inhibition, % at 5.6 µM;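 active = inhibition above the campaign mean plus 3 SD over all tested compounds, cut at about 24% in these data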;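 note: cytokine-independent growth of Ba/F3 cells driven by EpoR plus mutant JAK2; 0% = DMSO-treated cells and 100% = JAK inhibitor I control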
* = called active by the depositor; / = no result given; [ ] = remark or other dose.

SMILES	Wee1 stabilizer	S1P4 agonist	PERK inh	NPY2 pot ag	BaF3 tox	S1P4 antagonist	Mdm2 ligase inh	eIF4E 4G PPI	Ba/F3 V617F tox
COC(=O)c1ccc2c(=O)n(CCCCCC(=O)NCc3ccccc3)c(=O)[nH]c2c1	2.6	-1.4	-0.3	-6.3	7.6	5.3	-15.4	8.2	-1.0
Cc1cc(Br)ccc1NC(=O)C1CCCO1 (centres undefined)	3.0	-1.7	1.1	9.9	0.3	-0.4	-15.5	5.5[fluorescence artefact?]	-3.6
Cc1nc(Nc2ccc(Cl)c(Cl)c2)sc1C(=O)Nc1ccccc1	-2.3	2.2	-0.4	-4.5	7.2	-22.6	-2.9	-1.3	2.2
Cc1ccc(-c2cc(C(=O)Nc3ccc(S(=O)(=O)Nc4ncccn4)cc3)[nH]n2)c(O)c1C	-0.5	-0.5	1.6	15.9	-1.2	-4.2	-11.7	-9.0	0.1
Cc1ccc(C)c(SCC(=O)Nc2ccc(S(=O)(=O)Nc3ncccn3)cc2)c1	3.9	-0.4	0.2	-7.7	-3.4	-1.5	-3.5	-2.3	0.5
CNC(=S)N1N=C(c2ccc(C)cc2)CC1c1ccc(OC)cc1 (centres undefined)	3.0	-0.5	-1.2	5.0	9.0	-12.2	-3.2	-3.1	-0.9
CC(=O)Nc1cccc(C(=O)/C=C/c2ccc(Br)cc2)c1	-1.4	-0.1	0.2	-0.9	6.1	27.1	4.1	-3.9[fluorescence artefact?]	1.2
CC(=O)NC(CCS(C)(=O)=O)C(=O)Nc1ccc2c(c1)OCCO2 (centres undefined)	-2.1	0.5	-0.5	-9.1	2.2	-18.3	-15.0	1.5	2.0
CC(C)(C)n1nnnc1C(c1ccc(Cl)cc1)N(Cc1cccnc1)Cc1ccco1 (centres undefined)	-1.0	2.0	-1.0	-14.0	3.8	-19.1	1.0	10.8	-2.4
CC(=NC1CC1)c1c(-c2ccccc2)[nH]n(-c2nc3ccccc3s2)c1=O	1.2	3.9	-0.5	-5.0	5.2	-9.2	-12.5	1.0[fluorescence artefact?]	-0.2
O=C(O)c1ccc(CS(=O)(=O)c2cccc(C(F)(F)F)c2)o1	1.5	1.0	1.1	-5.5	2.6	-3.1	-19.6	0.2	1.6
Cc1cccc(/C=N/c2sc3c(c2C(=O)OC(C)(C)C)CCN(C)C3)c1O	-3.8	0.4	0.6	1.1	0.9	-15.9	-13.3	5.9[fluorescence artefact?]	-3.8
NC(=O)NNC1=Nc2cccc3cccc1c23	2.3	0.2	-1.4	-2.6	6.8	-12.9	-7.8	2.6	3.8
CNC(=S)N/N=C/c1c(C)nn(-c2ccccc2)c1Cl	-0.4	-0.8	0.5	-9.5	-1.1	0.1	-5.4	-4.0[fluorescence artefact?]	-6.0
O=C(O)C1C2C=CC(C2)C1C(=O)NCc1cccs1 (centres undefined)	4.5	-2.0	-0.7	-1.3	4.0	5.9	-24.3	2.7	3.0
COc1ccccc1N1CCN(C(=O)c2ccc(NS(=O)(=O)c3ccc(C)cc3)cc2)CC1	7.2	0.2	0.7	-9.6	10.1	-19.2	-7.7	-3.3	2.9
Cc1nnc(SCc2ccc(Cl)cc2Cl)[nH]c1=O	-2.0	0.4	0.9	-30.7	4.8	17.6	3.4	-2.4	3.7
COc1ccc2cc3c(N)nn(C(=O)Cc4c[nH]c5ccccc45)c3nc2c1	-3.5	2.0	-0.5	-15.1	-8.8	19.4	-37.7	-2.0	-1.6
CC(=O)Nc1nc2c(F)cccc2s1	3.4	-0.8	0.3	-9.8	8.4	-29.2	/	/	-1.9
Nc1c(C(=O)Nc2ccccc2F)sc2nc(-c3ccco3)ccc12	2.1	-0.9	0.2	-4.5	4.3	-17.9	-31.6	-7.8	-1.1
O=C(O)CCn1nnc(-c2cccs2)n1	-4.4	1.1	1.6	-9.1	1.9	4.7	0.7	-6.8	1.8
CC1(C)CC(CCNC(=O)c2ccc(-n3cnnn3)cc2)CC(C)(C)N1	-1.9	-1.2	1.4	-3.1	3.0	7.9	-69.2	-0.5	0.3
COC(=O)C1CCN(C2=C(NS(=O)(=O)c3ccc(Cl)cc3)C(=O)c3ccccc3C2=O)CC1	-1.8	-0.5	-0.3	15.8	1.4	-2.7	-3.7	1.1	0.3
N#Cc1ccc(Oc2cccc(C(=O)O)c2)cc1C#N	4.3	-2.7	0.7	-6.3	-0.8	8.9	-12.7	-6.7	-3.9
CCOC(=O)C(=O)Nc1ccc(OC)c(Cl)c1	-2.0	0.8	0.7	-8.9	5.4	-12.1	/	-2.5	-0.9
O=[N+]([O-])c1cc(S(=O)(=O)NC2=NCCCCC2)ccc1NCC1CCCCC1	-2.9	-1.4	0.4	-17.8	9.1	-8.9	-6.1	2.0	3.5
COC(=O)c1ccc(C(=O)OC)c(NC(=O)CN2CCN(c3ccc(OC)cc3)CC2)c1	-1.5	1.2	0.7	-3.9	8.2	-0.9	-30.1	1.1	-1.0
O=C1C2CCCN2C(c2ccc(F)cc2)N1c1nccs1 (centres undefined)	-2.3	0.1	0.3	-6.8	0.6	-14.1	-13.6	1.6	-3.4
OC(COc1cccc2ccccc12)CN1CCN(c2ccccc2)CC1 (centres undefined)	0.6	2.8	1.5	-9.7	-2.4	-0.2	/	1.8	5.6
CCS(=O)(=O)CCSC1OC(COC(C)=O)C(OC(C)=O)C(OC(C)=O)C1OC(C)=O (centres undefined)	-1.1	-0.3	0.9	4.9	4.0	-7.1	-10.9	3.9	-1.3
COC(=O)c1sc(S(=O)(=O)NCCC(=O)O)c(C(=O)OC)c1C	2.0	1.5	0.3	-2.1	1.7	-34.5	-14.4	-5.5	-0.7
COc1ccc(Cn2nnc(C(=O)Nc3ccc(F)cc3)c2N)cc1	0.1	-0.1	-0.8	0.9	4.9	-17.2	-14.5	0.8[fluorescence artefact?]	-3.2
Cc1nn(-c2ccccc2)nc1CNC(=O)C(C)Cc1ccccc1 (centres undefined)	-0.2	2.5	1.5	3.6	7.1	-13.2	/	1.3[fluorescence artefact?]	-0.2
CC(C)n1c(SCC(=O)N2c3ccccc3Sc3ccccc32)nc2c1c(=O)n(C)c(=O)n2C	-1.0	-0.3	-0.4	10.0	-0.1	-1.1	-4.3	-15.6	-4.6
Cc1cccc2sc(NC(=O)CN(C)S(=O)(=O)c3ccc(Br)s3)nc12	0.4	-1.1	-1.2	-4.6	1.9	-1.6	-7.0	10.9	-0.4
CC(=O)c1ccc(NC(=O)Nc2sc(NS(=O)(=O)c3ccccc3)nc2C)cc1	2.8	0.5	0.6	3.0	7.5	10.4	2.1	-0.9	2.9
CCOC(=O)c1c(C)nc2ccccn12	-1.1	-1.0	0.4	8.5	-1.2	-14.1	1.7	3.4	-1.6
CC(=O)Nc1nc(SCCCc2ccccc2)n[nH]1	-0.2	1.0	0.0	12.7	-1.4	-30.8	-33.4	-2.6	-4.2
COc1cc(C(=O)N(CCc2ccccc2)C2CC3CCC(C2)N3C)cc(OC)c1OC (centres undefined)	-1.2	0.0	-0.4	-3.9	7.0	-17.8	-19.0	-11.3	-3.1
CC1(C)CC(=O)C=C(Nc2ccc(F)cc2)C1	-1.0	0.5	1.0	-8.3	9.2	3.0	-10.8	-6.6	1.6

Of the compounds above, these contain an aryl thioether with sulfur outside any ring.
SMILES	Wee1 stabilizer	S1P4 agonist	PERK inh	NPY2 pot ag	BaF3 tox	S1P4 antagonist	Mdm2 ligase inh	eIF4E 4G PPI	Ba/F3 V617F tox
Cc1ccc(C)c(SCC(=O)Nc2ccc(S(=O)(=O)Nc3ncccn3)cc2)c1	3.9	-0.4	0.2	-7.7	-3.4	-1.5	-3.5	-2.3	0.5
Cc1nnc(SCc2ccc(Cl)cc2Cl)[nH]c1=O	-2.0	0.4	0.9	-30.7	4.8	17.6	3.4	-2.4	3.7
CC(C)n1c(SCC(=O)N2c3ccccc3Sc3ccccc32)nc2c1c(=O)n(C)c(=O)n2C	-1.0	-0.3	-0.4	10.0	-0.1	-1.1	-4.3	-15.6	-4.6
CC(=O)Nc1nc(SCCCc2ccccc2)n[nH]1	-0.2	1.0	0.0	12.7	-1.4	-30.8	-33.4	-2.6	-4.2

(more compounds)
SMILES	Wee1 stabilizer	S1P4 agonist	PERK inh	NPY2 pot ag	BaF3 tox	S1P4 antagonist	Mdm2 ligase inh	eIF4E 4G PPI	Ba/F3 V617F tox
O=C(Nc1cccc(Cl)c1N1CCOCC1)c1ccc([N+](=O)[O-])o1	-3.9	-0.4	1.5	8.0	-4.6	-21.0	/	-10.8	-2.9
CCOC(=O)c1ccc(-c2ccc(C3Nc4ccccc4C(=O)N3O)o2)cc1 (centres undefined)	1.3	-0.1	-1.3	8.8	7.5	-9.2	4.3	12.5	1.9
COc1ccc(CCCC(=O)NCc2ccccc2)cc1C	8.3	0.7	0.6	1.3	4.2	1.2	2.3	19.2	-3.2
CCc1c(O)nc(SCC(=O)Nc2ccc(C)cc2)n(C2CCCCC2)c1=O	2.2	-0.5	1.0	0.7	8.0	4.2	-4.4	-2.6[fluorescence artefact?]	-4.0
C/C(=C\C(=O)C(F)(F)F)Nc1ccc(C)cc1	1.3	-0.1	-0.1	-17.4	3.3	2.0	0.9	1.2	2.5
O=C(CCNC(=O)c1ccco1)Nc1cccc(Br)c1	-1.4	0.9	1.3	7.2	0.0	-16.2	1.1	2.9	-1.8
CN1CCc2nc3ccccc3c(C(=O)OCC(=O)N(CCC#N)c3ccccc3)c2C1	-3.1	1.0	-0.9	1.6	5.9	-6.2	-7.3	-2.4	-1.1
Cc1cc(NC(=O)COc2ncnc3sc(C)c(C)c23)no1	-1.9	-0.9	-0.2	-4.4	2.4	-4.7	-10.6	-7.9	2.6
Cc1ccc(S(=O)(=O)NC(=O)Nc2nnc(C)s2)cc1	-0.1	-0.3	0.8	-23.1	2.9	-15.6	-12.0	-4.2	-1.0
O=C(CN1C(=O)NC2(CCCCC2)C1=O)NCCC1=CCCCC1	-2.0	-0.1	0.2	0.6	-1.5	-6.0	-6.2	-3.5	-4.2
O=C(Nc1nnc(-c2ccccc2Cl)o1)c1cc2cc([N+](=O)[O-])ccc2s1	4.9	0.0	-0.1	-4.3	8.8	-5.8	-14.1	8.0	0.6
COc1cc(NC(=O)c2cccs2)c(OC)cc1NC(=O)c1ccco1	1.3	1.7	-1.3	-6.1	4.1	-0.6	-5.9	4.9	4.0
CN1CCc2ccccc2C1Cc1ccccc1NC(=O)c1sc2ccccc2c1Cl (centres undefined)	3.2	0.7	-0.1	4.8	-3.0	8.0	1.5	7.7	-0.8
CCOC(=O)c1ccccc1NC(=O)CC(C)CC(=O)O (centres undefined)	-2.5	0.8	1.3	-10.6	0.7	-7.3	-3.7	1.3	5.1
COc1ccccc1C(=O)C1CCCN(C(=O)c2cc(C(C)C)no2)C1 (centres undefined)	0.9	0.2	1.2	8.1	4.8	0.4	-4.3	-0.5	-1.1
Clc1ccc(/C=N/NC2=Nc3cccc4cccc2c34)cc1	-4.2	3.9	0.7	7.3	7.4	-10.5	-3.0	-2.4[fluorescence artefact?]	0.0
O=C(NC(=S)Nc1cccc(Cl)c1N1CCCCC1)c1ccco1	-1.7	-0.7	-0.1	-15.1	5.8	-4.9	-1.6	-2.4	5.6
COc1cc(OC)c(N(C)S(=O)(=O)c2cccc(C(=O)OCC(=O)c3c[nH]c4ccccc34)c2)cc1Cl	1.3	-2.0	-0.6	12.3	1.1	-3.2	-16.4	-0.8	4.0
Cc1cc(C)cc(OCC(=O)NNC(=O)CN2C(=O)c3ccccc3C2=O)c1	-1.4	7.8	0.1	-15.1	4.9	-11.7	-13.6	2.5	4.4
